Bioassay records deposited in PubChem BioAssay by National Center for Advancing Translational Sciences (NCATS).
ERK EGF inh: qHTS Assay for Inhibitors of the ERK Signaling Pathway using a Homogeneous Screening Assay; Stimulation with EGF | HEK293-V1b, EGF-stimulated phospho-ERK AlphaScreen | Potency, µM (doses to about 11.5 µM), without a hit: at the top dose activity change, negative = inhibition, hits mostly inhibitors | 130,000 compounds, 0.41% hits; active means well fitted inhibition curve with a large enough effect; inconclusive means small, poorly fitted or top-dose-only effect, or effect the other way;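 further: plate controls were stimulated vehicle wells for no effect and unstimulated vehicle basal for full effect; nearly all actives have a fitted effect of over 55% in size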
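Stably V1b-transfected HEK293 cells; 30 min compound, then EGF 25 nM final for 5 min at 37C; 10 min lysis; phospho-ERK by AlphaScreen after 5 hr beads at room temperature.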
An asterisk follows results filed as active; u = inconclusive; [ ] = another dose, or the depositor's remark. Potency means the concentration at half of the fitted maximal effect. Not all compounds are listed; count on the stated rates, not on these rows.

SMILES	ERK EGF inh
Cc1cccc(Nc2nc(-c3cccs3)cs2)n1	7%
COc1ccc(-c2nn(CCC(=O)O)cc2/C=N/NC(N)=S)cc1	4%[57.5 µM]
CCOc1cc(/C=C2\C(=O)N(Cc3ccco3)C(C)=C2C(=O)OC)ccc1O	6%
Cc1c(N)cc(C(=O)N2CCOCC2)cc1[N+](=O)[O-]	-15%
O=C(NCC1CCCO1)c1ccc2nc(N3CCCCC3)sc2c1 (stereo not drawn)	3%
CSC1=NC(=O)/C(=C/c2ccc(SC)cc2)S1	3%
Cc1ccc(NN2C(=O)C=C(c3ccccc3)C2=O)cc1	1%
CC1(C(=O)OCC(=O)Nc2cccc(S(=O)(=O)NC3=NCCCCC3)c2)CC1(Cl)Cl (stereo not drawn)	-4%
CCOc1ccc(C(O)Cc2nc3ccccc3n2C)cc1 (stereo not drawn)	-7%
O=C(O)CSCC(=O)NCc1ccc(Cl)cc1	4%
Cc1nonc1C1CCCN1C(=O)c1cc(COc2ccc(F)cc2F)on1 (stereo not drawn)	3%
Cc1cc(NC(=O)c2ccccc2)nc2c1c(=O)oc1ccccc12	4%
CCc1nnc(NS(=O)(=O)c2ccc(NC(=O)c3ccccc3)cc2)s1	-10%[57.5 µM]
O=C(COc1ccc(Cl)cc1Cl)NN=C1c2ccccc2-c2ccccc21	7%
Cc1ccc(-c2nnc(Nc3ccc(C(=O)N(C)C)cc3)c3ccccc23)cc1S(=O)(=O)NC(C)(C)CO	2%[57.5 µM]
O=C(Nc1ccc(-c2nc3cc(Cl)ccc3c(=O)o2)cc1)c1ccco1	-8%
CC(C)CNC(=O)C(=O)NNC(=O)c1ccco1	-2%
COc1cc(=O)n(C)c2c(OCC3OC(C)(C)OC3(C)C)cccc12 (stereo not drawn)	-3%
Cc1ccc2sc(-c3ccc(NC(=O)/C=C\C(=O)O)cc3)nc2c1	-1%
O=C(CSc1nnc(CNC(=O)C23CC4CC(CC(C4)C2)C3)n1-c1ccc(F)cc1)Nc1ccc(F)cc1	7%
Cc1ccc(C(=O)N/N=C\c2sccc2C)cn1	-4%
O=C(Nc1ccc2[nH]c(=O)[nH]c2c1)c1ccc(Cl)c(Cl)c1	-6%
COC(=O)c1ccccc1NC(=O)CSc1nc(O)c(-c2ccccc2)c(=O)[nH]1	-26%
Cc1sc2cc3c(c(C(=O)c4ccccc4)[n+]2c1C)-c1cccc2cccc-3c12	8%
CC12CC3(C)CC(C)(C1)CC(C(=O)NC(=S)NC(C)(C)C)(C2)C3	0%
O=C(Nc1ccc(N2CCOCC2)c(Cl)c1)c1ccc([N+](=O)[O-])o1	0%
N#Cc1c(NC(=O)CSc2nc(-c3ccccc3)cc(C(F)(F)F)n2)sc2c1CCC2	5%
CCCCC(CC)C(=O)Oc1ccc(O)c(C(C)(C)C)c1 (stereo not drawn)	-4%
COc1cccc(-n2c(SCC(=O)Nc3cc(C)on3)nc3c([nH]c4ccccc43)c2=O)c1	10%
CC(C)CCNC(=O)/C=C/c1ccc(Br)cc1	0%
O=C(Nc1ccccc1OC(F)F)c1oc2ccccc2c1COc1ccccc1	-1%
Fc1ccc2[nH]c3c(c2c1)CN(C(=S)NCc1ccccc1)CC3	u
CCCCn1c(N)c(N(CCC(C)C)C(=O)COC(=O)c2ccccc2)c(=O)[nH]c1=O	-7%
COCCn1c(C)cc(C(=O)COC(=O)CNC(=O)c2ccccc2)c1C	-9%
COc1ccccc1OCC(=O)NNC(=O)C(=O)N1CCCC1	3%
COC(=O)c1sc(S(=O)(=O)Nc2ccc(C)cc2)c(C(=O)OC)c1C	-4%
O=C(CC1(O)C(=O)Nc2ccccc21)c1cccc(-n2cccc2)c1 (stereo not drawn)	-1%
Cc1cc2ncn(C(=O)N3CCCCCC3)c2cc1C	-4%
COc1ccc(Cc2nc(=S)[nH][nH]2)cc1Br	-11%
CCC(=O)Nc1ccc(S(=O)(=O)Nc2ccccn2)cc1	-2%

In another format: results already given.
ERK EGF inh | SMILES
-9% | COCCn1c(C)cc(C(=O)COC(=O)CNC(=O)c2ccccc2)c1C
6% | CCOc1cc(/C=C2\C(=O)N(Cc3ccco3)C(C)=C2C(=O)OC)ccc1O
0% | CC12CC3(C)CC(C)(C1)CC(C(=O)NC(=S)NC(C)(C)C)(C2)C3

(next part)
SMILES	ERK EGF inh
CC(=O)Nc1ccc(NS(=O)(=O)c2cc(Cl)ccc2Cl)cc1	0%[57.5 µM]
CC(C)Oc1ccc(N2CC(C(=O)NC3=NCCS3)CC2=O)cc1 (stereo not drawn)	-3%
CN1CCc2c(OCc3ccc(F)cc3)cccc2C1=O	-5%
CCOP(=O)(/C(C#N)=C(/O)c1ccccc1)c1ccccc1 (stereo not drawn)	11%[57.5 µM]
Cc1onc(-c2c(Cl)cccc2Cl)c1C(=O)ONC(=O)c1ccccc1	-13%[57.5 µM]
Cc1cccc2c(N=O)c(O)[nH]c12	-7%[57.5 µM]
CSc1nc2c(c(=O)[nH]1)C(c1cccc(Cl)c1)CC(=O)N2 (stereo not drawn)	6%
CCc1cccc(C)c1N1C(=O)CC(C)(C)CC1=O	-2%[57.5 µM]
NS(=O)(=O)c1ccc(CCNC(=O)c2cc(-c3ccccc3)nc3ccccc23)cc1	-1%
CC(=O)Oc1ccc(N2C(=O)C3C(C2=O)C2C=CC3C23CC3)cc1[N+](=O)[O-] (stereo not drawn)	-1%

6 records drawn at random from those above, as already listed:
SMILES	ERK EGF inh
CC(=O)Oc1ccc(N2C(=O)C3C(C2=O)C2C=CC3C23CC3)cc1[N+](=O)[O-] (stereo not drawn)	-1%
CCc1cccc(C)c1N1C(=O)CC(C)(C)CC1=O	-2%[57.5 µM]
CC(C)Oc1ccc(N2CC(C(=O)NC3=NCCS3)CC2=O)cc1 (stereo not drawn)	-3%
Cc1cccc2c(N=O)c(O)[nH]c12	-7%[57.5 µM]
CSc1nc2c(c(=O)[nH]1)C(c1cccc(Cl)c1)CC(=O)N2 (stereo not drawn)	6%
CN1CCc2c(OCc3ccc(F)cc3)cccc2C1=O	-5%

Additional records follow:
SMILES	ERK EGF inh
Cc1ccc2cc(CCNC(=O)c3cccc([N+](=O)[O-])c3)c(=O)[nH]c2c1	8%
CN(C(=O)COc1ccccc1C(=O)NCCOc1ccccc1)c1ccccc1	32µM*
COC(=O)[C@@]1(Cc2ccc(OC)cc2)[C@H]2c3cc(C(=O)N4CCCC4)n(CCN4CCOCC4)c3C[C@H]2CN1C(=O)c1ccccc1	-5%
COc1ccc(OCCSc2nnc(Cc3cccc4ccccc34)n2N)cc1	11%
CCC(C)NC(=O)c1ccc2c(SCC(=O)O)c3c(nc2c1)CCCC3 (stereo not drawn)	12%
O=C(CN1CCOCC1)Nc1ccc(N2CCN(c3ccccc3)CC2)c(F)c1	-1%
CC(C)NC(=S)N=Nc1c(O)[nH]c2ccc([N+](=O)[O-])cc12	26%
N=C1/C(=C\c2ccc(-c3cc(Cl)cc(Cl)c3)o2)C(=O)N=C2SC=C(c3ccccc3)N12	-1%
O=C(NC1CCCCNC1=O)c1ccccc1 (stereo not drawn)	1%[57.5 µM]
COc1cc2c3c(c1)C(C)=CC(C)(C)N3C(=O)C2=O	-6%
CCCCC1=CC2=CC(=O)C(C)(OC(=O)CC)C(=O)C2=CN1Cc1ccc(OC)cc1 (stereo not drawn)	4%[57.5 µM]
COc1cc(/C=N/NC(=O)c2sc3nc(C)cc(C)c3c2N)ccc1O	-10%[57.5 µM]
C=CCc1ccc(OCCN2CCc3ccccc3C2)c(OC)c1	-6%
OC(COc1ccc2c(c1)OCO2)CN1CCCCC1 (stereo not drawn)	-9%
COc1ccc(/C=C/C(=O)Nc2nonc2NC(C)=O)cc1	-25%
FC(F)(F)c1cc(CCN2C(=S)NC[C@@H]2Cc2ccccc2)cc(C(F)(F)F)c1	-15%[57.5 µM]
CCOc1cc(C(c2c(C)[nH][nH]c2=O)c2c(C)[nH][nH]c2=O)ccc1O	-4%
O=S(=O)(Nc1ncccn1)c1ccc(NC(=S)NCc2ccco2)cc1	-4%
COc1cccc([C@@H]2Oc3ccc(OC)cc3C[C@H]2OC(=O)Nc2cc(OC)c(OC)c(OC)c2)c1	5%
Cc1cc(OCc2nc3ccccc3s2)ccc1N	-4%[57.5 µM]
C[C@@H]1O[C@@H](OC[C@H]2O[C@@H](Oc3c(-c4cccc(O)c4O)oc4cc(O)cc(O)c4c3=O)[C@H](O)[C@@H](O)[C@@H]2O)[C@H](O)[C@H](O)[C@H]1O	10%
COc1ccc(CC(=O)NC(C)C2COc3ccccc3O2)cc1OC (stereo not drawn)	-1%
COc1ccc(N2CCN(C(CNC(=O)C(=O)NCCC3=CCCCC3)c3ccco3)CC2)cc1 (stereo not drawn)	6%
O=[N+]([O-])c1ccccc1Oc1ccc(Cl)c2cccnc12	8%
CCN(CC)C(=O)CSc1nc(N)c(-c2ccccc2)c(=O)[nH]1	-7%
CCc1oc2ccccc2c1C(=O)c1cc(Br)c(O)c(Br)c1	u
COc1ccc(C(=O)C2CCCN(C(=O)C3=CCCC3)C2)cc1OC (stereo not drawn)	2%
C=CCSSSCC=C	-18%
CCN1CCN(c2cc(C)c3cc(NC(=O)c4cccc(OC)c4)ccc3n2)CC1	6%[57.5 µM]
Cc1ccc2nc(SCC(=O)Nc3cccc(S(=O)(=O)NC4=NCCCCC4)c3)[nH]c2c1	1%[57.5 µM]
CN(C)S(=O)(=O)c1ccc(NC(=O)c2ccc3ncsc3c2)cc1	13%[57.5 µM]
COC(=O)c1c(-c2ccccc2)c[nH]c1C	-5%[57.5 µM]
CCOc1cc(C2NC(=O)N(C)C(C)=C2[N+](=O)[O-])ccc1OC(C)=O (stereo not drawn)	9%
CCCC1=C/C(=C/c2ccc(-c3ccccc3OC)o2)C(=O)O1	11%
O=C(c1cccc(C(F)(F)F)c1)C1CCCN(Cc2cccn2-c2ccccn2)C1 (stereo not drawn)	-4%
OC1=C(O)c2nc3cc(C(F)(F)F)ccc3nc21	2%[57.5 µM]
Cc1cccc(Nc2nnc(SCC(=O)Nc3cccc(S(=O)(=O)N4CCCCC4)c3)s2)c1	-5%
CC(C)CCNC(=O)COC(=O)c1cc(Br)c(Br)s1	-19%
CCOCCCNC(=O)Cn1ncc2c(=O)oc3ccccc3c21	5%
COc1ccc(Nc2nc(C)c(-c3ccccc3)s2)cc1	2%

Some of these compounds in order of length of the SMILES, highest first.
SMILES	ERK EGF inh
Cc1ccc2nc(SCC(=O)Nc3cccc(S(=O)(=O)NC4=NCCCCC4)c3)[nH]c2c1	1%[57.5 µM]
CCCCC1=CC2=CC(=O)C(C)(OC(=O)CC)C(=O)C2=CN1Cc1ccc(OC)cc1 (stereo not drawn)	4%[57.5 µM]
CCOc1cc(C(c2c(C)[nH][nH]c2=O)c2c(C)[nH][nH]c2=O)ccc1O	-4%
CCOc1cc(/C=C2\C(=O)N(Cc3ccco3)C(C)=C2C(=O)OC)ccc1O	6%
CCc1nnc(NS(=O)(=O)c2ccc(NC(=O)c3ccccc3)cc2)s1	-10%[57.5 µM]
COc1ccc(Nc2nc(C)c(-c3ccccc3)s2)cc1	2%

(more compounds)
SMILES	ERK EGF inh
CN(C)C(=S)NC1CCS(=O)(=O)C1 (stereo not drawn)	1%
O=C(Nc1ccc(F)cc1F)c1c(C(F)(F)F)ccnc1Oc1ccccc1	-5%[57.5 µM]
Cn1c(CN2CCCC2)nc2cc(NC(=O)c3ccc(Cl)cc3)ccc21	-6%[57.5 µM]
CCCCNS(=O)(=O)c1ccc(OC)c(C)c1	0%
CCCn1c(CCC(=O)O)ccc1-c1ccccc1	-2%
CN1C(=S)SC(C)(C)C1N(O)C(=O)Nc1ccc(Cl)cc1 (stereo not drawn)	u
CCOC(=O)c1cc2c(=O)n3ccccc3nc2n(CCCOC)c1=NC(=O)c1ccncc1	u
Cc1ccc(-c2nnc(N)s2)cc1	6%
O=c1c2cc(NC(=S)NCc3ccccn3)ccc2nc2n1CCCCC2	-4%
COC(=O)c1sc(NC(=S)NC(=O)c2cccc(C)c2)nc1C	11%
Cc1ccc(C(=O)COC(=O)CNC(=O)c2cccs2)cc1C	-7%
COc1ccc(NC(=O)N2CC[C@@]3(CCCN(C(=O)c4c(C)noc4C)C3)C2)cc1	17%
CCOc1c(O)ccc(C2NC(=O)NC(C)=C2C(=O)OC)c1[N+](=O)[O-] (stereo not drawn)	-5%
CCn1ccnc1CNC(=O)c1cc(COc2ccc(F)cc2F)on1	4%
Cn1cc(CN2CCN(Cc3ccc4c(c3)OCO4)CC2)c(-c2ccccc2F)n1	0%
Cc1cc(C)c(NC(=S)NCC2CCN(C(C)c3ccccc3)C2)c(C)c1 (stereo not drawn)	-7%[57.5 µM]
O=C1OCCN/C1=C\C(=O)c1ccc(Cl)cc1	-3%[57.5 µM]
COc1ccccc1CNC(=O)C(=O)NCC1OCCN1C(=O)c1cccs1 (stereo not drawn)	7%
Cc1nc(CN2CCCCC2)cc(=O)[nH]1	0%
Cc1ccc(Cl)cc1N1CCN(C(=O)CSc2ccsc2[N+](=O)[O-])CC1	9%
COc1ccc(C2CC(=O)c3c(O)cc(OC4OC(COC5OC(C)C(O)C(O)C5O)C(O)C(O)C4O)cc3O2)cc1O (stereo not drawn)	-3%
C/C(=N\NC(=O)C(N)=O)c1ccc(O)cc1O	0%
Cc1ccc(-n2c(SCC(=O)NNC(=S)Nc3ccccc3)nc3ccccc3c2=O)cc1	24%
Cc1ccnc(N2C3CCC2CC(O)(c2ccccc2)C3)n1 (stereo not drawn)	3%
CCCC(=O)NC(=S)Nc1ccc(CN2CCOCC2)cc1	-1%
CC(=O)N/C(=C\c1ccc(Br)s1)C(=O)O	u
Cc1ccccc1CNC(=O)c1ccc(Cl)c([N+](=O)[O-])c1	14%
COCCn1nnnc1SCC(=O)N1CCCCC1	2%
COc1ccc(NC(=O)CSc2nnc3ccc(-c4ccncc4)nn23)cc1OC	3%
O=C(NCc1ccc2c(c1)OCO2)c1cc2ccccc2oc1=O	-7%
COc1ccccc1-c1cc(C(F)(F)F)nc(S(=O)(=O)CCCC(=O)Nc2cccnc2Cl)n1	-12%
